Assay outcomes as filed in PubChem.
hcDAF12 agonist – H. contortus DAF-12 nuclear receptor activators, primary screen, cell-based, luminescence, HEK293, lit1-tk-luc reporter; activation, % at 6.8 µM; 370,000 tested, 1.4% active; HEK293 hcDAF-12 lit1-tk-luc reporter; 0% DMSO, 100% Δ7-dafachronic acid;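 active = activation above the mean of all tested compounds plus 3 SD, cut at about 5.5% in these data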;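 also: 100% = response to 3 µM Δ7-dafachronic acid high control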
sPLA2-III inh – human group III sPLA2 inhibitors, primary screen, biochemical, QFRET, BODIPY PC-A2 liposome substrate | Group 3 secretory phospholipase A2 (Homo sapiens), Q9NZ20 | QFRET BODIPY PC-A2 liposome hydrolysis, fluorescence | inhibition, % at 12.2 µM | 370,000 tested, 0.56% active | AID 743126, 2013;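 active = inhibition above mean plus 3 SD of compounds lying within the high and low control bounds, cut at about 19% in these data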;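 also: 0% = median of test compound wells and 100% = no enzyme DMSO wells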
Target sequence (Q9NZ20 whole entry, looked up): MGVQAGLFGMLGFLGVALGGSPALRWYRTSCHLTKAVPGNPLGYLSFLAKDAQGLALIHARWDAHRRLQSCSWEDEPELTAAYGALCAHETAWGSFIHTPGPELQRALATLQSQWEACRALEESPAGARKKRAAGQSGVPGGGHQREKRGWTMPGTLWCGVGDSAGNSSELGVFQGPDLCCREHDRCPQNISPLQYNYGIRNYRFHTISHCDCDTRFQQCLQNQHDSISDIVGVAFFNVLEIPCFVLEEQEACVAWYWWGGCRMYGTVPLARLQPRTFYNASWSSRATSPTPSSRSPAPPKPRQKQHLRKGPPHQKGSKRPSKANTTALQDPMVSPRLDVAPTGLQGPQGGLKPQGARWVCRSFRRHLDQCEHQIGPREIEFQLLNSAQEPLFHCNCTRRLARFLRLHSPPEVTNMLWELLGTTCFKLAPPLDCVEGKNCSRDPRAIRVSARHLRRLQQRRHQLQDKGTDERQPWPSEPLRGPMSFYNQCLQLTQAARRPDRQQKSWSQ
hgDAF-12 ag – H. glycines DAF-12 receptor agonists, primary screen, cell-based, luminescence, HEK293, GAL4 fusion, UAS-luciferase; Nuclear hormone receptor DAF-12 (Heterodera glycines), GAL4 fusion; HEK293 GAL4-hgDAF12 UAS-luciferase reporter, agonist luminescence; normalized to butyrate control; activation, % at 6.8 µM; 370,000 tested, 1.8% active;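 active = activation above a cutoff set at the mean of all screened compounds plus 3 SD, cut at about 10% in these data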;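 also: 0% = DMSO wells and 100% = sodium butyrate wells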
proKLK7 act – proKLK7 zymogen activators, primary screen, biochemical, fluorescence intensity. Kallikrein-7 (Homo sapiens), P49862. purified proKLK7, EDANS-DABCYL substrate fluorescence; 100% is mature enzyme control, 0% vehicle. activation, % at 7 µM. 370,000 tested, 0.9% active;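 active = activation above the mean of all tested compounds plus 3 SD, computed per campaign excluding outliers beyond control limits, cut at about 13% in these data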
Target sequence (P49862 whole entry, looked up): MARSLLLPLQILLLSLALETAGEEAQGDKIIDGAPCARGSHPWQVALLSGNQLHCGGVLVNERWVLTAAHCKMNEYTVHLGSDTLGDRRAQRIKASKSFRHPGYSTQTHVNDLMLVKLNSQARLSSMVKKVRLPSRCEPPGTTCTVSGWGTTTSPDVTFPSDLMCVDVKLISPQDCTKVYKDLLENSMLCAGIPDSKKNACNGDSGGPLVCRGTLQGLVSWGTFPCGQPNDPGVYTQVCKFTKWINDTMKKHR
DAX1 inh-1 – DAX1 (NR0B1) inhibitors on StAR promoter, primary screen, cell-based, luminescence, SF-1 (NR5A1), full-length DAX-1; AID 652010, 2013; 370,000 tested, 1.1% active; inhibition, % at 6.8 µM; HEK293T StAR-luciferase reporter, SF-1/DAX-1 repression relief;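 active = inhibition above the mean over all tested compounds plus 3 SD, cut at about 3.6% in these data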;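 also: 0% = DAX-1 cells with DMSO and 100% = cells lacking DAX-1 with DMSO; higher inhibition means more luminescence from relief of DAX-1 repression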
GAA850 FXN act – FXN promoter activators, primary screen, cell-based, luciferase luminescence, HEK293 lucGAA850. HEK293 lucGAA850 FXN promoter luciferase reporter, 24 h; percent of 10 µM SAHA response. activation, % at 6 µM. 360,000 tested, 0.56% active. AID 540364, 2011;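 active = activation above the average of all compounds screened plus 3 SD, cutoff fixed separately per campaign, cut at about 7.5% in these data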;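 also: 0% = DMSO wells and 100% = 10 µM SAHA wells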
NPR1 activator – GC-A stimulated cGMP production enhancers – HEK293 GC-A cells, cGMP TR-FRET, EC30 ANP, primary screen. activation, % at 10 µM. 0% at EC30 ANP, 100% saturating ANP. 370,000 tested, 0.14% active. AID 1671463, 2021; in the data active = activation above about 40%
DAX1 inh-2 – DAX1 (NR0B1) inhibitors, primary screen, cell-based, HEK293, Gal4-DAX1, luciferase luminescence. HEK293 Gal4-DAX1 luciferase reporter. inhibition, % at 6.75 µM. AID 504766, 2011. 340,000 tested, 0.99% active;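 active = inhibition above the mean over all tested compounds plus 3 SD, cut at about 4.2% in these data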;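 also: 0% = DAX1-transfected cells with DMSO and 100% = empty-vector control cells with DMSO; inhibition shows as a rise in luminescence from relieved DAX1 repression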
Target sequence (P51843 207-470 limits assumed): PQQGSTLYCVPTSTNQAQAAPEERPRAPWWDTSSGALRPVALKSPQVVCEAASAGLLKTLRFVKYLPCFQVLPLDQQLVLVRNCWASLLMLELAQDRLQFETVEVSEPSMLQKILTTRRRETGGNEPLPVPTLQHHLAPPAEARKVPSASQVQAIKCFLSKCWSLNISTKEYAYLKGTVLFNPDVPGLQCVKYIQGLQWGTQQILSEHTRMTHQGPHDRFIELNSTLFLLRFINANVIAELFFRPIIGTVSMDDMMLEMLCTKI
GC-B act – human GC-B receptor activators, primary screen, HEK293 GC-B cells, cGMP TR-FRET, EC30 CNP; Atrial natriuretic peptide receptor 2 (Homo sapiens), P20594; 0% at EC30 CNP, 100% saturating CNP; activation, % at 10 µM; 370,000 tested, 0.11% active; AID 1920062, 2024;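 active = activation at 10 µM reaching about 35% in either raw or pattern-adjusted values, limit read from the data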
ssDAF12 agonist – S. stercoralis DAF-12 nuclear receptor activators, primary screen, cell-based, luminescence, HEK293, GRIP1 co-expression, lit1-tk-luc; Nuclear hormone receptor DAF-12 (Strongyloides stercoralis); HEK293 ssDAF-12/GRIP1 lit1-tk-luc reporter; % of 3 µM dafachronic acid response; activation, % at 6.8 µM; 370,000 tested, 1% active; AID 652126, 2013;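 active = activation above the mean over all tested compounds plus 3 SD, cut at about 0.9% in these data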;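 also: 0% = DMSO-only wells and 100% = 3 µM delta7-dafachronic acid wells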
SMARCA2 activ – SMARCA2 (BRM) function activators, primary screen, cell-based, luminescence, high throughput; MG213 cells, MMTV-luciferase reporter, dexamethasone, overnight; activation, % at 9.1 µM; 370,000 tested, 1% active; AID 652017, 2013; in the data active = activation above about 7.8%;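 also: 0% = vehicle wells and 100% = reference activator wells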
* marks the source's active call; other numbers are inactive results; . = not tested or not shown; & = joins results of further samples.

SMILES | hcDAF12 agonist | sPLA2-III inh | hgDAF-12 ag | proKLK7 act | DAX1 inh-1 | GAA850 FXN act | NPR1 activator | DAX1 inh-2 | GC-B act | ssDAF12 agonist | SMARCA2 activ
S=C(Nc1ccc2c(c1)OCO2)N1CCCC1 | 0.9 | 5 | 1.1 | -0.4 | 1.5 | 0.6 | -3 | 1.4 | -5 | -1.2 | -1
Cc1ccc(C(=O)COC(=O)c2cnccn2)cc1[N+](=O)[O-] | -0.1 | -4 | 0.6 | 0.6 | 0.1 | 2.3 | 2 | -0.4 | 0 | -1.0 | -3
O=C(Cc1csc(-c2ccccc2)n1)Nc1ccc(C(F)(F)F)cc1 | -0.2 | 14 | -3.1 | -0.9 | 0.0 | -2.2 | 3 | 0.5 | 0 | -1.1 | 2
COc1ccc(NC(=S)N2CCCC(c3nc4ccc(C)cc4[nH]3)C2)cc1 (stereo unspecified) | -0.2 | 8 | -2.6 | 0.4 | 0.0 | 2.3 | -7 | -0.6 | -5 | -2.1 | 3
COc1cc(/C=C2/SC(=S)N(CC(=O)Nc3cccnc3)C2=O)cc(OC)c1OC | -0.1 | 2 | -1.7 | -1.2 | -0.7 | 1.0 | 3 | -1.0 | 2 | -0.5 | -2
COc1ccc(CCCC(=O)NC2CCCCC2)cc1 | -0.1 | 6 | 0.8 | 0.3 | -0.2 | 0.3 | -2 | 0.3 | 4 | -0.9 | 2
Cc1c(CC(=O)N2CCN(C(=O)C3COc4ccccc4O3)CC2)c(=O)oc2cc(O)c(Cl)cc12 (stereo unspecified) | -1.4 | -13 | 4.2 | 89* | 2.7 | 1.1 | 1 | 0.7 | -3 | -1.1 | -1
CCOc1cc(C(=S)N2CCOCC2)ccc1OC(=O)c1ccccc1 | 0.7 | 6 | -0.3 | -0.2 | 0.4 | -1.0 | -4 | 0.7 | 8 | -0.3 | -4
CCOC(=O)Cc1csc(NC(=O)CSc2nc(=O)[nH]c3c2CCCC3)n1 | 0.2 | 5 | 0.7 | 0.4 | -1.9 | 1.0 | -2 | -1.4 | 0 | -0.9 | 0
CC(C)(C)C(=O)C(Cl)C(=O)Nc1ccccc1 (stereo unspecified) | -0.1 | -2 | -1.4 | -0.2 | -0.6 | 0.0 | 4 | -1.1 | 9 | -1.1 | 2
COC(=O)c1c(-c2ccc(S(C)(=O)=O)cc2)sc2cc(OC)ccc12 | 0.3 | 0 | 6.8 | -41 | 0.8 | 5.8 | 5 | 1.5 | -11 | -1.1 | 4
CSCCC(NC(=O)c1ccc([N+](=O)[O-])cc1Cl)C(=O)OCC(=O)N(C)C (stereo unspecified) | -2.2 | 5 | -0.1 | 0.2 | -0.3 | 2.1 | 0 | -0.9 | -4 | -1.9 | -1
CN(CC(=O)Nc1ccc(F)cc1)CC(=O)N(C)C1(C#N)CCCCC1 | 0.2 | 9 | 0.4 | -0.1 | 0.7 | 3.8 | 0 | -0.1 | 4 | -0.8 | -2
COC(=O)c1ccc(C(=O)OC)c(-n2c(=O)c3ccccc3c3ccccc3c2=O)c1 | 0.8 | -1 | 0.7 | -0.3 | 0.4 | -0.3 | -24 | -0.9 | -23 | -1.1 | -2
CCCC(=O)n1nc(-c2ccccc2)nc1N | 0.4 | -1 | 0.6 | 0.2 | 0.7 | 3.1 | 6 | -0.1 | 2 | -1.0 | 2
COc1ccc(-n2c(COc3ccc4ccccc4c3)nnc2SCC(=O)NCc2ccco2)cc1 | -2.7 | -42 | -3.8 | 0.7 | -1.2 | -0.5 | -5 | -0.9 | -6 | -1.9 | -2
CC(C)(C)c1cc[n+](-c2[nH]c(=O)sc2/C=N/N=C(\[O-])c2ccccc2)cc1 | -1.3 | 7 | 0.7 | 0.4 | 0.4 | 0.5 | -1 | 1.1 | -4 | -1.0 | -1
O=C(O)c1ccc2oc(SCC(=O)N3CCCCC3)nc2c1 | 2.3 | -2 | 7.1 | -0.1 | 0.3 | 0.3 | 1 | 1.6 | 4 | 0.6 | 6
CCOc1ccccc1NC(=O)C1CCN(c2ccc(S(=O)(=O)N3CCCC3)cc2)CC1 | -1.0 | -1 | -1.5 | -1.0 | -1.0 | 0.1 | 2 | -1.6 | 4 | -2.5 | -4
Cc1ccc(C2CC(c3cccc(NS(C)(=O)=O)c3)=NN2S(C)(=O)=O)cc1 (stereo unspecified) | 2.0 | -14 | 5.4 | -1.6 | 0.5 | -0.1 | 1 | 0.8 | 0 | -1.1 | 5
CCN1CCCC1CN(Cc1cc2ccc(C)c(C)c2[nH]c1=O)C(=O)Nc1ccccc1OC (stereo unspecified) | -1.6 | 2 | -1.0 | 0.0 | -0.3 | -1.6 | 0 | 0.1 | 6 | -0.6 | -2
CCSc1nnc(Cc2cc(=O)[nH]c(=O)[nH]2)n1-c1ccc(F)cc1 | 3.2 | -30 | -0.4 | -0.2 | 0.5 | -0.3 | -3 | 1.5 | -1 | -1.5 | 0
CCOc1ccc(N2C(=O)C3C4C=CC(CC4)C3C2=O)c([N+](=O)[O-])c1 (stereo unspecified) | -1.5 | -4 | -1.3 | -0.1 | 0.2 | 0.1 | -2 | -0.6 | 5 | -1.0 | -3
COc1ccc(NC2CCCN(C(=O)CCOc3ccccc3)C2)cc1 (stereo unspecified) | -1.4 | 5 | -0.6 | -0.7 | -0.4 | 4.0 | 3 | 0.1 | 4 | -0.7 | -2
CN(C(=O)c1ccc(NC(=O)Cc2cccc(NC(=O)C3CCN(C(=O)C4CCC4)CC3)c2)cc1)C1CC1 | 0.6 | -5 | -3.3 | 0.0 | 1.2 | 2.4 | 1 | -0.5 | 1 | -0.7 | 6
Nc1cc(N)nc(SCC(=O)Nc2ccc3c(c2)OCCCO3)n1 | -0.3 | 4 | 0.8 | -0.1 | -0.4 | 1.5 | 0 | 0.4 | -4 | -1.0 | -1
Cc1cn(C2CC(O)C(CO)O2)c(=O)n(Cc2ccccc2)c1=O (stereo unspecified) | -1.6 | 1 | 4.6 | 0.5 | -1.1 | 3.3 | -2 | 1.1 | 3 | -1.5 | -1
O=C(Nc1ccccc1)OCCCCCOC(=O)Nc1ccccc1 | 0.9 | 1 | 0.2 | -0.1 | -0.4 | 0.8 | 3 | 0.3 | 1 | -0.6 | -1
O=c1oc(-c2ccccc2)nc2ccsc12 | 1.4 | 0 | 2.8 | -0.2 | 0.1 | 0.3 | 1 | 0.0 | -5 | -0.4 | -2
Cc1ccccc1NC(=O)Cc1nnc(SCC(=O)NC2CCCC2)n1C | -4.0 | 5 | 1.1 | -0.6 | 0.1 | 1.4 | -3 | 0.8 | 1 | -1.1 | -4
Cc1ccccc1S(=O)(=O)NC(=O)C1(C)CCN1C(=O)c1cccc2ccccc12 (stereo unspecified) | -1.1 | -2 | -1.9 | 0.6 | -0.7 | 0.7 | 0 | . | 1 | -1.1 | 6
COc1ccc(C(=O)Oc2ccc3ccc(=O)oc3c2)cc1 | -1.6 | 4 | 1.5 | 19* | -0.2 | 0.4 | 6 | 3.3 | -6 | -1.5 | 0
Cc1ccc(N(CC(O)Cn2c3ccccc3c3ccccc32)S(C)(=O)=O)cc1 (stereo unspecified) | -2.7 | -39 | 0.8 | 0.4 | -1.0 | 2.4 | -28 | 0.4 | -11 | -1.7 | -3
CN(C(=O)c1ccncc1)C1CCS(=O)(=O)C1 (stereo unspecified) | -0.2 | 6 | -0.5 | 0.3 | 0.5 | 1.2 | 1 | 0.0 | -1 | -1.4 | -4
O=C(OCCN1CCOCC1)c1cccnc1 | 0.1 | 4 | -0.3 | -0.6 | 1.2 | 1.7&0.4 | 7&2 | 1.2&-0.4 | -3&6 | -0.7 | -2
O=C(O)c1cccc(N2C(=O)c3cccc(Oc4ccc(Cl)cc4)c3C2=O)c1 | -0.5 | -14 | 3.9 | -0.1 | -0.5 | 2.3 | 8 | 1.2 | -1 | -1.5 | 1
CN(C)S(=O)(=O)c1ccc(-c2csnn2)s1 | -1.3 | 2 | 0.2 | 0.7 | 0.3 | -2.0 | -1 | -0.3 | 1 | -0.8 | 5
C1=C[C@H]2CC[C@@H]1N(c1ccccc1)O2 | 0.2 | 5 | -3.8 | 0.2 | 0.1 | -0.3 | 4 | 2.0 | 3 | -1.0 | 1
OCc1cn(-c2ccc(Cl)cc2)nn1 | 0.1 | 2 | -0.3 | 0.3 | -0.1 | 0.4 | 3 | -0.3 | 3 | -0.5 | -2
O=C(Nc1nncs1)C1COc2ccccc2O1 (stereo unspecified) | -0.7 | 8 | 4.2 | 0.3 | 1.0 | -0.3 | 1 | 0.9 | 9 | -0.5 | 9.0*
COC(=O)c1ccc(NC(=O)CSc2nncn2-c2ccccn2)cc1 | -1.0 | -1 | -2.4 | 0.2 | 0.2 | 0.6 | 1 | -0.2 | -7 | -1.1 | -4

Some of the entries so far, with values under each structure.
Results follow in this order: hcDAF12 agonist, sPLA2-III inh, hgDAF-12 ag, proKLK7 act, DAX1 inh-1, GAA850 FXN act, NPR1 activator, DAX1 inh-2, GC-B act, ssDAF12 agonist, SMARCA2 activ
> C1=C[C@H]2CC[C@@H]1N(c1ccccc1)O2
    0.2, 5, -3.8, 0.2, 0.1, -0.3, 4, 2.0, 3, -1.0, 1
> OCc1cn(-c2ccc(Cl)cc2)nn1
    0.1, 2, -0.3, 0.3, -0.1, 0.4, 3, -0.3, 3, -0.5, -2

Whole records, looked up by structure:
OCc1cn(-c2ccc(Cl)cc2)nn1 across the screens: hcDAF12 agonist: 0.1; sPLA2-III inh: 2; hgDAF-12 ag: -0.3; proKLK7 act: 0.3; DAX1 inh-1: -0.1; GAA850 FXN act: 0.4; NPR1 activator: 3; DAX1 inh-2: -0.3; GC-B act: 3; ssDAF12 agonist: -0.5; SMARCA2 activ: -2
CN(C)S(=O)(=O)c1ccc(-c2csnn2)s1 across the screens: hcDAF12 agonist: -1.3; sPLA2-III inh: 2; hgDAF-12 ag: 0.2; proKLK7 act: 0.7; DAX1 inh-1: 0.3; GAA850 FXN act: -2.0; NPR1 activator: -1; DAX1 inh-2: -0.3; GC-B act: 1; ssDAF12 agonist: -0.8; SMARCA2 activ: 5
